Thrombin inh – thrombin (human) inhibition; P00734; alpha-thrombin, Boc-VPR-AMC fluorogenic substrate cleavage; inhibition, % at 5 µM; actives 0.26% (n = 220,000); AID 1046;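 active means inhibition at or above 40%; inactive means inhibition below 40%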;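 further: 0% = enzyme with no compound and 100% = wells without enzyme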
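Material: human alpha-thrombin enzyme / Medium: pH 7.5 Tris (50 mM) with NaCl 150 mM, Tween 20 0.05% / Compound: single-point dosing at 5 µM, 0.2% DMSO / Incubation: enzyme reaction carried out at room temperature / Detection: AMC fluorescence, 355/460 nm / Read-out basis: percent inhibition scaled between no-compound controls and no-enzyme blanks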
Calpain2 inh – calpain II (pig) inhibition. purified calpain II, fluorogenic peptide substrate, 30 min. inhibition, % at 16 µM. actives 0.37% (n = 220,000);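 active means inhibition above about 50%, limit read from the data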
Cl transport mod – KCC2 (human) Cl- transport modulation; B-score of Tl+ flux slope (higher = more flux/activation; lower = inhibition) at 10 µM; actives 2.2% (n = 190,000); Q9H2X9; AID 1456; KCC2 cells, thallium flux FluoZin-2 fluorescence;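 active means thallium flux slope and its plate-corrected score both differing from the plate sample mean at a set confidence after two filtering rounds, in either direction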;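 further: slope of fluorescence scaled to starting intensity during 10 to 20 s after thallium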
Rad51 HR inh – Rad51 (human) homologous recombination inhibition. Q06609. hRad51 DNA strand exchange, fluorescence dequenching. inhibition, % at 10 µM. actives 0.085% (n = 200,000);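 active means inhibition above 40% at the single screening dose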;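 further: 0% = DMSO control wells and 100% = blanks with heterologous ssDNA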
Target sequence (Q06609 whole entry, looked up): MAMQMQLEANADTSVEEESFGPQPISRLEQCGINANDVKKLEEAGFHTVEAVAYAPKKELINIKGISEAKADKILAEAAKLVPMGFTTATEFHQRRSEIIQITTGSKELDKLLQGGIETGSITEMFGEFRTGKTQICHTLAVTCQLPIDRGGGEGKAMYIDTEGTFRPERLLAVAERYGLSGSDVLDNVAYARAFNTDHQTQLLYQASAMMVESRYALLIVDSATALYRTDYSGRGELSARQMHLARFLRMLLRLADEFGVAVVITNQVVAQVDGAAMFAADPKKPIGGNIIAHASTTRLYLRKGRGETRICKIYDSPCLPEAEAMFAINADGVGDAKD
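Material: human Rad51–ssDNA filaments; Probe or stimulus: labelled 47-mer dsDNA for strand exchange; Doses: single 10 µM dose; Incubation: 37 °C 15-min filament assembly, 30-min compound preincubation, 15-min exchange; Technique: FRET fluorescence dequenching, excitation 485 nm, emission 520 nm; Measure: Fluorescence-based percent inhibition, control- and blank-normalised; Benchmarks: plate control and blank wells.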
KLK5 inh – inhibitors of human kallikrein 5 | recombinant hK5, fluorogenic AMC substrate cleavage | inhibition, % at 5 µM | actives 0.59% (n = 210,000) | AID 873;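 active means inhibition of 40% or more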;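 further: 0% = enzyme controls without compound and 100% = no-enzyme blanks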
PERK inhibitor – inhibitors of human PERK kinase; CHO PERK-DD fusion, SEAP luminescence translation reporter; inhibition, % at 5.6 µM; actives 0.17% (n = 220,000);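 active means inhibition above the mean inhibition of all tested compounds plus 3 SD, set separately per screening campaign, cut at about 2.9% in these data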;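 further: PERK kinase domain activated by AP20187 dimerizer at 100 nM; 0% = DMSO with dimerizer and 100% = rapamycin at 8.4 µM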
FXIa inh – blocks human coagulation factor XIa protease activity; P03951; purified FXIa, Boc-Glu-Ala-Arg-AMC fluorogenic substrate; inhibition, % at 5 µM; actives 0.14% (n = 220,000); AID 798;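 active means inhibition of at least 40%; inactive means inhibition below 40%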;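 further: fluorescence of freed AMC excited at 355 nm; 0% = enzyme without compound and 100% = no enzyme blank; many of its hits are not listed in these tables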
FXIIa inh 1536 – inhibitors of human coagulation factor XIIa. actives 0.3% (n = 220,000). inhibition, % at 5 µM. purified FXIIa, Boc-QGR-AMC fluorogenic substrate, 2 h. AID 800. P00748; in the data active means inhibition above about 40%;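 further: 0% = enzyme with no compound and 100% = blank without enzyme; many of its hits are not listed in these tables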
Target sequence (P00748 20-372 limits assumed): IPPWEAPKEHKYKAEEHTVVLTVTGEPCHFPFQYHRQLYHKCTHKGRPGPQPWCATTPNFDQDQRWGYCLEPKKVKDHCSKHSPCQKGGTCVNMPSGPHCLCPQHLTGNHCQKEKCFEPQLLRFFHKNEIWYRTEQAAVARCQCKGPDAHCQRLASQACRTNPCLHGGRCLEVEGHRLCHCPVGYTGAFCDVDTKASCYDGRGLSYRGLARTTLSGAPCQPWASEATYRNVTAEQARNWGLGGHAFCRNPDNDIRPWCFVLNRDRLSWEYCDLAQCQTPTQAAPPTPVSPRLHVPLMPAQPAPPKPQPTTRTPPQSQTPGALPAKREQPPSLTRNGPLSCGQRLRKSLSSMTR
Target sequence (P00748 373-615 limits assumed): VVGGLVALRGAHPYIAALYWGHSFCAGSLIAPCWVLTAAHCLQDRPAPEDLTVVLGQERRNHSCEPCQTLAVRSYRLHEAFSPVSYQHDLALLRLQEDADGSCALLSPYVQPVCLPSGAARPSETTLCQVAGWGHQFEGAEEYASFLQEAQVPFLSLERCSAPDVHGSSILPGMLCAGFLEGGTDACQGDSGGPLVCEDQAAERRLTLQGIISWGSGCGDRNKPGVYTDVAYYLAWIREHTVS
Furin inhibitor – human furin inhibition | P09958 | purified furin, fluorogenic substrate cleavage | inhibition, % at 30 µM | actives 0.061% (n = 220,000); in the data active means inhibition above about 25%; further: inactives centre near -15
* = called active by the depositor; · = no result given; [ ] = another dose, or the depositor's remark. A portion of the library, so the mix of outcomes need not match the whole.

Compound	Thrombin inh	Calpain2 inh	Cl transport mod	Rad51 HR inh	KLK5 inh	PERK inhibitor	FXIa inh	FXIIa inh 1536	Furin inhibitor
O=C(NCc1ccc(N2CCCC2=O)cc1)c1ccc(F)cc1	-7	10	-0.31	-6	-3	0.5	-2	8	-27
CC(C)CC(NC(=O)C(CC(C)C)NC(=O)OC(C)(C)C)C(=O)O (centres undefined)	0	-13	·	12	1	0.4	2	11	-6
CCOC(=O)N1CCN(c2c(-c3ccccc3)c3cc(Cl)ccc3[nH]c2=O)CC1	-8	-30	·	·	-3	0.1	-2	-5	-17[20 µM]
O=C(COC(=O)c1cccs1)NCC1CCCO1 (centres undefined)	2	-17	-0.14	3	4	0.2	-2	6	-11
Nc1nc(Nc2cccc(Cl)c2)nc(NCc2ccco2)c1[N+](=O)[O-]	-2	35	1.6	-2	-4	0.2	7	8	-16
CC(NC(=O)NC1CCCCC1)C(c1cccs1)N1CCN(Cc2ccccc2)CC1 (centres undefined)	-9	3	·	5	-25	-1.1	-5	10	-35
CCn1nnnc1SCC(=O)N1c2ccccc2Sc2ccccc21	-1	4	-0.25	-3	-5	-0.5	20	29	-18[20 µM]
c1ccc(Cn2cc(CNc3ccccc3)nn2)cc1	3	-3	-0.1	1	3	·	3	8	-27
CN1C(=O)C2(c3ccccc31)N(C)CC(c1ccccn1)C21SC(=S)N(Cc2ccco2)C1=O (centres undefined)	0	24	·	5	5	-1.9	-2	-2	-1
Cc1noc(C)c1S(=O)(=O)N1CCC(C(=O)N2CCN(c3ccc(Cl)cc3)CC2)CC1	9	2	-1.6	·	-19	-2.3	13	23	-9[20 µM]
CSc1nnc(-c2sccc2OCc2ccc(C)cc2)n1C	1	-23	·	-6	-12	-0.6	2	17	-18[20 µM]
CC(Nc1nc2ncn(Cc3ccccc3)c2c(=O)[nH]1)C(=O)O (centres undefined)	62*	6	-0.13	·	17	0.8	11	24	-1[20 µM]
CC1CCN(c2nc(N(C)c3ccccc3)nc(N)c2[N+](=O)[O-])CC1	-4	8	2.6	12	-2	-0.1	-4	4	-14
C=CCNC(=O)c1ccc(OC)cc1	-5	-12	0.071	·	-4	1.2	-5	0	-13
COC(=O)c1sc2nc(CN3CCN(c4cccc(C(F)(F)F)c4)CC3)[nH]c(=O)c2c1C	-15	-32	0.26	-51	-17	1.2	3	9	-20
c1ccc(CC2CNc3ccccc3CN2)cc1 (centres undefined)	1	-4	-0.43	1	4	0.9	6	15	-30
O=C(c1ccccc1)N1CCN(C(=S)NCCc2ccccc2)CC1	-7	0	0.39	6	-27	0.4	-5	2	-15
O=C(O)COc1cccc(NC(=O)c2ccccc2)c1	2	-19	0.28	0	-10	2.1	10	20	-19
Cn1ccnc1C1CCCCN1C(=O)c1cc(COc2ccc(F)cc2F)on1 (centres undefined)	-3	6	-2.7	4	1	-1.5	-2	1	1
CCOC(=O)C1(C(F)(F)F)N=C(c2cccnc2)OC(N2CCOCC2)=N1 (centres undefined)	-8	16	0.47	7	-14	1.4	0	-7	-22
O=[N+]([O-])c1cccc(CSc2cccc[n+]2[O-])c1	2	22	0.72	3	0	1.0	1	14	-14
O=C(OCc1ccc(Cl)c(Cl)c1)c1cnccn1	4	-35	·	3	-7	0.6	-5	13	-8[20 µM]
COc1ccc(-c2nc(SCc3ccccc3)n(S(C)(=O)=O)n2)cc1	3	8	0.0018	-1	7	0.6	8	21	-14[20 µM]
CCCCOc1ccc(C(=O)N/C(=C\c2ccc([N+](=O)[O-])cc2)C(=O)OCc2ccco2)cc1	-9	-1	-0.38	-3	-19	0.5	5	10	-21
COc1cc(-c2noc(C)n2)cc(OC)c1OC	0	-22	-0.8	-11	7	0.4	7	5	-32
O=C(CSc1nc2ncccc2[nH]1)c1ccc2c(c1)OCO2	-1	-15	0.79	-12	0	-0.3	0	13	-5
O=C1C2C(c3ccccc3)CC=CC2[C@H](c2ccc3ccccc3c2)N1Cc1ccccc1 (some centres undefined)	-4	-49	1.9	3	2	·	2	10	-19
CCC1(CC)Cc2ccccc2-c2nc(CN3CCOCC3)[nH]c(=O)c21	-6	7	-0.13	-7	-4	0.4	-10	-3	-20
CC1(C)Cc2c(c(-c3ccccc3)nc3sc4c(=O)[nH]c(=S)[nH]c4c23)CO1	-7	-12	-0.16	·	0	0.8	-1	4	-21
COc1cc(/C=C2/C(=O)ON=C2c2ccccc2)ccc1O	-3	-11	-0.96	-4	-10	1.3	6	11	-12
Cc1ccc(N/C(N)=N/c2nc(C(F)(F)F)cc(C(F)(F)F)n2)cc1	0	-10	0.85	18	-10	0.6	-4	6	-22
OC(COCc1ccccc1)CN1CCCC1 (centres undefined)	-3	-2	0.88	-1	-23	0.5	1	8	-5
Cc1ccc(CNC(=O)C2CCCN(c3nc4ccsc4c(=O)s3)C2)cc1 (centres undefined)	-7	32	0.47	3	2	1.9	-4	3	-26
COc1ccc(/C=N/NC(=O)c2ccc(COc3ccccc3Cl)o2)cc1	-5	-223	-2	·	0	-0.4	-9	3	-13[20 µM]
CCOC(=O)c1cnc2ccc(C)cc2c1Sc1ccccc1C(=O)OC	0	2	·	·	-3	-0.6	2	22	-12[20 µM]
Cc1sc2ncnc(N3CCCC(C)C3)c2c1C (centres undefined)	-4	37	0.11	-7	-18	-0.6	-5	-8	-9
CCN(CC)CCN(Cc1cc2cc(C)ccc2[nH]c1=O)C(=S)Nc1ccccc1	-6	-15	0.9	-7	-13	-0.4	3	10	-14
COc1cccc(-c2nnc(SCc3ccccn3)n2C)c1	2	-10	-0.34	-8	7	-1.4	0	18	-7[20 µM]
CN(C)c1nnnn1-c1ccc(Oc2ncc(C(F)(F)F)cc2Cl)cc1	-16	45	0.45	2	-5	-0.8	-8	2	-6
CSc1ccccc1C(=O)N(C)Cc1ccccc1	-1	10	-1.4	12	3	1.7	0	6	-31
Cc1c(CNC2CCCC2)c(C(=O)O)c(C)n1Cc1ccccc1	-5	6	-0.41	-28	-5	0.1	3	9	-8
CCOC(=O)c1c(C)[nH]c(C)c1C(=O)CSc1nc2ccccc2c(=O)n1-c1ccc(C)cc1	-2	-14	-1.2	18	-7	-0.9	13	6	-4
COc1cc(CNc2ccc(CNc3ncn[nH]3)cc2)ccc1OCC(=O)NC(C)(C)C	-3	30	-0.62	·	4	-0.3	-6	0	-3
CCCCNC(=O)/C(=C/c1ccccc1)NC(C)=O	-2	8	1.5	-1	-16	1.1	6	15	-7
CCOC(=O)Cc1csc(NC(=O)CS(=O)(=O)Cc2ccccc2)n1	-23	-13	0.64	2	2	0.4	4	-4	-15[20 µM]
COC(=O)CCC(=O)NC(=S)Nc1ccccc1F	-5	18	0.18	·	·	0.6	0	3	-22
CCOC(=O)c1c(N/N=C/c2cccnc2)n[nH]c1C	-2	-1	-0.11	-7	-2	-1.1	1	11	-3
CC(=O)N1N=C(N)SC1c1cccc([N+](=O)[O-])c1 (centres undefined)	-3	-10	0.45	·	-12	0.3	4	9	-26
O=S(=O)(NCC1CCCO1)c1cccc(C(F)(F)F)c1 (centres undefined)	-11	7	-1	-9	8	0.8	-8	-2	-23[20 µM]
COc1ccc(N2CC(O)(c3ccc(F)cc3)[N+]3=C2CCCC3)cc1 (centres undefined)	-1	-2	0.35	4	-2	-0.2	1	-1	-18

Further compounds follow:
Compound	Thrombin inh	Calpain2 inh	Cl transport mod	Rad51 HR inh	KLK5 inh	PERK inhibitor	FXIa inh	FXIIa inh 1536	Furin inhibitor
CCOC(=O)Cc1cc(=O)n2[nH]c(C)c(-c3ccccc3OC)c2n1	-10	-31	·	3	-3	1.6	-2	3	-23
Cc1nc(CSc2n[nH]c(=O)n2-c2ccccc2)cs1	-6	10	0.43	12	-2	0.2	0	3	-14
NC(=O)CC[C@@H]1NC(=O)[C@@H]2CCCN2C(=O)c2cc([N+](=O)[O-])cc(F)c2NCCC[C@@H](C(N)=O)NC1=O	-1	-9	0.13	-6	-5	0.7	7	12	-13
COc1ccc(OC)c(-n2c(C)ccc2-c2ccc(S(C)(=O)=O)cc2)c1	-1	-101	·	4	-67	-0.8	-7	4	-21[20 µM]
CC(=O)Nc1ccc(C)cc1NC(C)=O	-7	2	0.49	5	-10	0.6	-5	-4	-2[20 µM]
CC1=CC(C)C(C[N+]2(C)CCCCC2)C(C)C1 (centres undefined)	-8	-30	-0.36	-2	-1	0.3	-3	8	-14
Cc1cc(NC(c2cccnc2)c2c(C)[nH]c3ccccc23)no1 (centres undefined)	0	-5	-0.66	3	1	0.5	-13	13	-14
COc1cc(C2c3sc(=O)[nH]c3SC3C(=O)N(c4ccc(Br)cc4)C(=O)C32)ccc1O (centres undefined)	0	-6	·	1	-1	-0.4	3	8	-15
CNc1nnc(C(F)(F)F)s1	0	-18	0.43	·	2	1.8	3	10	-25
C/C(=C\c1ccccc1)C(=O)NCCc1ccccc1	0	13	-2.9	-2	5	0.0	1	10	-15

Compound profiles, as listed above. Values in the order: Thrombin inh | Calpain2 inh | Cl transport mod | Rad51 HR inh | KLK5 inh | PERK inhibitor | FXIa inh | FXIIa inh 1536 | Furin inhibitor
`NC(=O)CC[C@@H]1NC(=O)[C@@H]2CCCN2C(=O)c2cc([N+](=O)[O-])cc(F)c2NCCC[C@@H](C(N)=O)NC1=O` is entered as -1 | -9 | 0.13 | -6 | -5 | 0.7 | 7 | 12 | -13
`CC1=CC(C)C(C[N+]2(C)CCCCC2)C(C)C1` (centres undefined) is entered as -8 | -30 | -0.36 | -2 | -1 | 0.3 | -3 | 8 | -14
`CCOC(=O)Cc1cc(=O)n2[nH]c(C)c(-c3ccccc3OC)c2n1` is entered as -10 | -31 | · | 3 | -3 | 1.6 | -2 | 3 | -23
`Cc1cc(NC(c2cccnc2)c2c(C)[nH]c3ccccc23)no1` (centres undefined) is entered as 0 | -5 | -0.66 | 3 | 1 | 0.5 | -13 | 13 | -14

Bioassay records as filed in PubChem BioAssay.
